Assay outcomes: PubChem BioAssay, Sanford-Burnham Center for Chemical Genomics
MKP-3 inhibition = inhibition of rat DUSP6 enzyme activity – biochemical, in vitro, primary screen (AID 425); one-dose inhibition, % at 20 µM; IC50 in µM for titrated hits; 110,000 compounds, 0.17% hits; recombinant MKP-3 phosphatase activity, fluorescence; higher % means a stronger effect; in the data active = inhibition above about 50%;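 note: plate controls were vehicle for no effect and reference inhibitor for full effect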
Hsp70 displacement = small molecules displacing fluorescent ligand from Hsp70 – biochemical, fluorescence polarization, primary screen (AID 583). Hsp70 fluorescence polarization probe displacement, mP; higher % means a stronger effect. displacement, % at 20 µM, or IC50 in µM where a hit was titrated. 140,000 compounds, 0.06% hits; in the data active = displacement above about 50%;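 note: plate controls were vehicle for no effect and reference ligand for full effect; a part of the inactive calls stands beside numbers as strong as those of hits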
Active calls of the source: *; . = no result given; & = joins results of further samples. Only part of the results is shown; rates above refer to the full screens.

SMILES	MKP-3 inhibition	Hsp70 displacement
O=C(c1ccccc1F)N(Cc1ccccc1)C1CCS(=O)(=O)C1 (centres undefined)	-2.8%	5.4%
O=C1CSc2ccccc2N1Cc1ccc(F)cc1	-8.2%	-0.3%
COc1ccc(-c2nnc(SCc3nnc(-c4ccccc4)o3)n2C)cc1OC	-10.3%	2.3%
CCCN(CCC)C(=O)COc1cc(=O)n(CC)c2ccccc12	-4.7%	-0.7%
Cc1cc(/N=C/C=C2\N(C)c3ccccc3C2(C)C)n(CCC#N)n1	-0.3%	-4.0%
O=C(COc1ccc(S(=O)(=O)N2CCCC2)cc1Cl)N1CCN(c2ccccc2)CC1	-3.4%	-5.3%
CCCSc1nnc(Cn2c(=O)sc3ccccc32)n1-c1ccccc1	-11.6%	1.4%
Cc1cccc(N2CCN(C(c3ccccc3)c3nnnn3C(C)(C)C)CC2)c1C (centres undefined)	.	-6.0%
CC(C)c1nc2oc3c(NCc4ccccn4)ncnc3c2c2c1COC(C)(C)C2	8.9%	1.2%
CC(C)(C)c1csc(N/N=C/c2ccc(O)cc2)n1	-0.5%	2.1%
COc1ccccc1NC(=O)CCC(=O)Nc1ccccc1OC	-0.6%	5.4%
CCc1nc2sc3c(c2c(=O)o1)CCCC3	1.1%	1.5%
COc1ccc(/C=C/C(=O)NCC(=O)N/N=C/c2cc(Br)ccc2OC)cc1	.	2.5%
CC1(C)C(C=C(Cl)Cl)C1C(=O)NC1CCCCC1 (centres undefined)	0.0%	0.1%
COCCN1C(=O)C(=O)/C(=C(/O)c2ccc(OC(C)C)cc2)C1c1cccnc1 (centres undefined)	4.0%	4.5%
CCCN(CCC)c1nc(N)c(C#N)c(CC#N)c1C#N	.	-8.4%
COc1cc2c(cc1OC)-c1nnnn1C(C)(C)C2	-5.4%&-4.0%	0.5%&10.6%
CC1CCc2c(sc(NC(=O)c3cncc(Br)c3)c2C(N)=O)C1 (centres undefined)	-0.3%	5.4%
Cc1cc2cc(CN(Cc3ccc4c(c3)OCO4)C(=O)c3ccco3)c(=O)[nH]c2cc1C	-12.2%	1.0%
Brc1ccc(OCCOCCN2CCOCC2)cc1	-14.3%	5.3%
CCOC(=O)Cc1c(C)nc2cc(-c3ccc(C(C)(C)C)cc3)[nH]n2c1=O	.	-6.8%
Nn1c(Cc2cccc3ccccc23)nnc1SCC(=O)NC1CCS(=O)(=O)C1 (centres undefined)	-0.2%	-1.9%
Cc1nnc(SCc2cccc(Oc3ccccc3)c2)n1N	-7.2%	-3.7%
Cc1ccc(NC(=O)CSc2nnc(-c3ccncc3)n2C)cc1C	-10.4%	2.9%
COc1ccc(C(=O)/C=C/c2ccc(-c3ccc([N+](=O)[O-])cc3)o2)cc1	0.0%	34.3%
CC1=C(C(=O)OC2CCCCC2)C(c2ccc(Br)cc2)NC(=O)N1 (centres undefined)	-2.8%	0.7%
CC1CN(S(=O)(=O)c2cccc(C(=O)OCC(=O)c3cccs3)c2)CC(C)O1 (centres undefined)	.	-4.1%
CCOc1cccc(C(=O)Nc2ccc(NC(=O)c3cc4ccccc4o3)c(OC)c2)c1	6.4%	0.6%
COC(=O)c1ccccc1NC(=O)Nc1cccs1	-5.8%	-4.5%
Cc1ccc2[nH]c(=O)c(CN(Cc3ccccc3)Cc3nnnn3C3CCCC3)cc2c1	-8.9%	1.6%
COc1ccc(CCNS(=O)(=O)c2cccc(S(=O)(=O)N3CCCC3)c2)cc1OC	-1.6%	1.5%
Cn1cccc1Cc1nnc(SCC(=O)Nc2ccc3c(c2)OCO3)n1CCc1ccccc1	-3.6%	-4.4%
Cc1ccc(C(=O)CSc2nc3ccccc3c(=O)n2-c2ccccc2)cc1	4.3%	-1.1%
O=C(Nc1ccc(F)c(Cl)c1)c1ccc([N+](=O)[O-])cc1	-0.6%	1.6%
S=C(Nc1ccc2nc(-c3ccccc3)c(-c3ccccc3)nc2c1)N1CCN(c2ccccn2)CC1	4.6%	3.7%
NS(=O)(=O)c1ccc(NC(=O)c2ccccc2C(=O)N2CCCCC2)cc1	-7.1%	-2.1%
O=C(Nc1ccc(F)cc1)c1cc(-c2cccs2)nc2ccccc12	0.0%	0.4%
O=C(Nc1nc(-c2ccccc2)cs1)C1c2ccccc2Oc2ccccc21	1.1%	0.9%
Cc1ccc(C2=N/C(=C\c3ccc([N+](=O)[O-])cc3)C(=O)O2)cc1	-1.1%	3.2%
CCOc1ccc(N2CCn3c2nc2c3c(=O)n(CCc3ccccc3)c(=O)n2C)cc1	-8.4%	3.1%
Cc1ccc(-c2nnc(N3CCCCC3)c3ccccc23)cc1S(=O)(=O)N1CCN(C)CC1	5.4%	2.3%
COc1ccc(C2CC(=O)c3cnc(N4CCN(Cc5ccccc5)CC4)nc3C2)cc1 (centres undefined)	-8.5%	-1.2%
O=C(Cn1c(NCCCO)nc2ccccc21)c1ccc(Br)cc1	-12.5%	-1.2%
COc1cccc(C(=O)NC(C)C(c2cccs2)N2CCN(C)CC2)c1 (centres undefined)	-1.9%	1.1%
CCCCSc1nnc(-c2ccc(C)cc2)n1C	.	-0.2%
Cc1ccc(Cc2c(C)nc3nc(SCC(=O)NCc4ccco4)nn3c2C)cc1	-4.3%	3.6%
CN(CCC#N)C(=O)CSc1ncnc2sc(-c3ccccc3)cc12	8.7%	1.5%
Cc1cc(C)c(/C=C2/SC(N)=NC2=O)c(C)c1	3.8%	-1.6%
CCCOc1cccc(C(=O)NCc2ccncc2)c1	2.3%	-5.5%
O=C(CSCC(=O)Nc1ccc2ccccc2c1)Nc1ccccc1	2.6%	4.2%
COc1cccc(/C=N/NC(=O)/C(=C/c2ccc(N(C)C)cc2)NC(=O)c2ccccc2)c1O	1.7%	-4.6%
O=C(O)C1CCCN1S(=O)(=O)c1ccc(Cl)c(Cl)c1 (centres undefined)	0.2%	-1.2%
Cc1cccc(C)c1OCC(=O)Nc1ccc(-c2nc3ccccc3[nH]2)cc1	2.7%	-4.3%
C=CCn1c2ccccc2n2nc(C)c(=O)nc12	.	-2.4%
COc1ccc(-c2cc(C(=O)NCc3cccnc3)no2)cc1	-8.1%	-2.7%
COc1ccc(NC(=O)C2CCN(C(=O)c3ccccc3)CC2)c(OC)c1	6.3%	1.7%
CCCn1c(=O)c2ccccc2n2c(SCCOc3ccc(Cl)cc3)nnc12	3.0%	14.9%
Nc1nc(N)c2sc3nc(C(F)(F)F)cc(C(F)(F)F)c3c2n1	.	8.8%
Cc1ccc(-c2ccc(OCC(=O)Nc3ccccc3[N+](=O)[O-])cc2)cc1	0.7%	1.4%
CCOc1ccc(OCC)c(S(=O)(=O)NCc2ccc3c(c2)OCO3)c1	-3.4%	2.3%

Exported with values under each structure: part of the list above
Values run as follows: MKP-3 inhibition, Hsp70 displacement
Cc1ccc(Cc2c(C)nc3nc(SCC(=O)NCc4ccco4)nn3c2C)cc1
  -4.3%, 3.6%
Cc1ccc(-c2ccc(OCC(=O)Nc3ccccc3[N+](=O)[O-])cc2)cc1
  0.7%, 1.4%
COc1cccc(C(=O)NC(C)C(c2cccs2)N2CCN(C)CC2)c1 (centres undefined)
  -1.9%, 1.1%

Later entries:
SMILES	MKP-3 inhibition	Hsp70 displacement
O=C(O)c1cccc(-n2cccc2/C=N/O)c1	.	33.4%
C(=NC12CN3CN(CN(C3)C1)C2)c1ccc2c(c1)OCO2	4.6%	0.4%
CC(C)CSc1nc2c(c(=O)[nH]c(=O)n2C)n1CCc1ccccc1	5.5%	2.9%
COC(=O)Cc1[nH]n(-c2nc3ccccc3s2)c(=O)c1C(C)=O	.	4.4%
COc1ccc(O)c(C(=O)CC(=O)c2ccc(C(C)(C)C)cc2)c1	4.0%	5.9%
O=C(NCCCN1CCOCC1)c1cc(-c2ccccc2)nc2ccccc12	0.9%	-1.7%
COc1ccc(C)cc1NC(=O)c1cc(C(=O)Nc2cc(C)ccc2OC)n(C)n1	-0.2%	-1.8%
CCCC(=O)c1ccc(N2CCN(C(=O)c3ccccc3Br)CC2)c(F)c1	-14.7%	3.5%
CCOC(=O)c1oc2ccc3c(c2c1C)C(=O)CC1(CCN(C(=O)OCC)CC1)O3	-6.8%	-5.7%
CCOc1cc(C(=O)Nc2cccc(F)c2)cc(OCC)c1OCC	0.0%	-1.2%
CC1=NNC(=O)C1CC(=O)N/N=C/c1ccccc1O (centres undefined)	7.3%	2.3%
CCOC(=O)c1c(-c2ccc(C)cc2)csc1NC(=O)C1CC=CCC1C(=O)O (centres undefined)	2.6%	3.9%
CCOC(=O)c1ccc(NC(=O)/C(C#N)=C2\NC(C)(C)Cc3ccccc32)cc1	-0.3%	-1.3%
COc1cc(CN2CCN(Cc3cc(OC)c(OC)c(OC)c3)CC2)cc(OC)c1O	3.1%	-1.3%
Cc1cc(C(=O)CSc2nc3ccc(Cl)cc3[nH]2)c(C)n1CC1CCCO1 (centres undefined)	.	3.1%
CCCC(=O)Nc1cnc(NC(=O)c2cccc(F)c2)cc1C	-13.9%	1.1%
COCCn1nnnc1C(c1ccccc1OC)N1CCc2ccccc2C1 (centres undefined)	0.4%	2.2%
COC(=O)C1=C(C)NC(C)=C(C(=O)OC)C1c1ccc(NC(C)=O)cc1	-15.2%	0.5%
Cc1ccc(C)c(Cn2cnc3c(nnn3-c3ccc(F)cc3)c2=O)c1	2.6%	-1.8%
COc1ccc(C(NC(=O)c2ccccc2C)NC(=O)c2ccccc2C)cc1OC	2.4%	1.5%

Pulled one by one from the entries so far:
SMILES	MKP-3 inhibition	Hsp70 displacement
Cc1ccc(C)c(Cn2cnc3c(nnn3-c3ccc(F)cc3)c2=O)c1	2.6%	-1.8%
CCOC(=O)c1ccc(NC(=O)/C(C#N)=C2\NC(C)(C)Cc3ccccc32)cc1	-0.3%	-1.3%
CCOc1cc(C(=O)Nc2cccc(F)c2)cc(OCC)c1OCC	0.0%	-1.2%

(more compounds)
SMILES	MKP-3 inhibition	Hsp70 displacement
CC1(C)CC(=O)c2sc(NC(=O)c3cccs3)nc2C1	.	0.9%
CC(=O)Nc1ccccc1NC(=O)COc1cccc2ccccc12	1.4%	-0.9%
C(=N\n1cnnc1)/c1cn(Cc2ccccc2)c2ccccc12	-10.2%	1.3%
O=C1C(=O)N(C(c2ccccc2)c2ccccc2)c2ccccc21	4.4%	-2.6%
CCOc1ccc(OCC)c(-c2c(C#N)c(N)nc3c2CCCCCC3)c1	0.1%	1.9%
Cc1ccccc1-n1nc2c(c1NC(=O)c1ccc(Br)o1)CSC2	-0.6%	5.8%
COc1cccc(C(=O)Nc2ccccc2N2CCCC2)c1	-13.6%	2.8%
Cc1ccc2nsnc2c1NC(=O)Cc1ccccc1	-4.1%	4.9%
Cc1cc(N)ccc1S(C)(=O)=O	.	-0.7%
NS(=O)(=O)c1ccc(NC(=O)c2ccc([N+](=O)[O-])o2)cc1	-2.6%	-1.1%
COc1ncnc2c1NC(=O)CS2	-4.6%	3.4%
COc1cc(C2C(C#N)=C(C)NC3=C2C(=O)CC(C)(C)C3)ccc1OCCO (centres undefined)	-14.2%	-3.6%
COc1ccc(N2CCN(C(=O)CSc3nnc(-c4cccnc4)n3-c3ccccc3)CC2)cc1	-8.7%	-0.8%
Cc1ccc(NC(=O)CSC2=C(C#N)C(c3ccco3)CC(=O)N2)cc1 (centres undefined)	.	5.8%
O=C(NCc1cccs1)C1CCC(=O)N1C1CCCCC1 (centres undefined)	-1.9%	-1.1%
O=c1oc2ccccc2c2c1ncn2CCN1CCOCC1	6.6%	-2.3%
CN(C(=O)COC(=O)c1c[nH]c(=O)[nH]c1=O)C1CCCCC1	.	3.4%
C(=N\Nc1nncn1/N=C/c1ccccc1)/c1ccccc1	4.9%	-3.4%
O=C(Nc1ccc(I)cc1Cl)c1cccc(Cl)c1	3.4%	0.3%
O=C(Cc1ccccc1)Nc1nnc(COc2ccc(Cl)cc2Cl)s1	-0.9%	1.6%
COc1ccccc1N=C1SC(C)CN1C(=O)C1CCC1 (centres undefined)	-1.6%	1.4%
CCN1C(=O)c2cccc3c(NC(=O)c4cc([N+](=O)[O-])ccc4Cl)ccc1c23	8.1%	-8.2%
Cc1ncc([N+](=O)[O-])n1CCOC(=O)Nc1ccc(Cl)c(Cl)c1	2.6%	-3.9%
O=C(c1c(F)cccc1F)N1CCC(O)(c2cccnc2)CC1	-5.2%	-3.2%
COCCOC(=O)C1=C(C)NC2=C(C(=O)CCC2)C1c1cccc(Cl)c1 (centres undefined)	-0.3%	-0.3%
CN1CCc2c(sc3ncn4nc(-c5ccccc5O)nc4c23)C1	-2.6%	.
COc1cc(-c2c(C#N)c(N)nc3c2CCCC3)ccc1O	-5.6%	10.7%
C=CCNC(=O)C1CC1(c1ccc(C)cc1)c1ccc(C)cc1 (centres undefined)	1.8%	2.7%
O=C(CN(c1ccc(F)cc1)S(=O)(=O)c1ccc2c(c1)OCCO2)NCC1CCCO1 (centres undefined)	-1.4%	-1.2%
Cc1cc(C)c(-n2c(O)c(C=NCCN3CCOCC3)c(=O)[nH]c2=O)c(C)c1	-7.3%	-3.0%
O=C(Nc1ccc(N2CCOCC2)cc1)c1cnsn1	5.0%	1.2%

Filtered by structure, the compounds so far with a tert-butyl group.
SMILES	MKP-3 inhibition	Hsp70 displacement
Cc1cccc(N2CCN(C(c3ccccc3)c3nnnn3C(C)(C)C)CC2)c1C (centres undefined)	.	-6.0%
CC(C)(C)c1csc(N/N=C/c2ccc(O)cc2)n1	-0.5%	2.1%
CCOC(=O)Cc1c(C)nc2cc(-c3ccc(C(C)(C)C)cc3)[nH]n2c1=O	.	-6.8%
COc1ccc(O)c(C(=O)CC(=O)c2ccc(C(C)(C)C)cc2)c1	4.0%	5.9%
